AMPAR-TARP mod: modulates AMPAR-stargazin complexes. AID 1259245. O88602+P19491. 40,000 compounds, 3.5% hits. calls only at 30 µM. HEK293 GluA2+stargazin, membrane potential dye (FDSS), glutamate EC50; hits were called plate by plate, in both directions;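 active means any of four per-well response measures lying three or more SD from its plate-wide compound average, in either direction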
Target sequence (O88602 whole entry, looked up): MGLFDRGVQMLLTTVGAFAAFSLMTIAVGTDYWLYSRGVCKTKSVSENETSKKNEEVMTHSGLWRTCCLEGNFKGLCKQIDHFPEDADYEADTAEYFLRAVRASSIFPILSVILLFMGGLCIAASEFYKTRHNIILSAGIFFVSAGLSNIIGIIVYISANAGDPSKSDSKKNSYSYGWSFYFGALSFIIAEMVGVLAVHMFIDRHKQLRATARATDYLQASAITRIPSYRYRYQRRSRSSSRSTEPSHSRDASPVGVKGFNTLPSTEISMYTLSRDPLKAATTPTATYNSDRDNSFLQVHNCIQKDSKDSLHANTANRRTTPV
Target sequence (P19491 whole entry, looked up): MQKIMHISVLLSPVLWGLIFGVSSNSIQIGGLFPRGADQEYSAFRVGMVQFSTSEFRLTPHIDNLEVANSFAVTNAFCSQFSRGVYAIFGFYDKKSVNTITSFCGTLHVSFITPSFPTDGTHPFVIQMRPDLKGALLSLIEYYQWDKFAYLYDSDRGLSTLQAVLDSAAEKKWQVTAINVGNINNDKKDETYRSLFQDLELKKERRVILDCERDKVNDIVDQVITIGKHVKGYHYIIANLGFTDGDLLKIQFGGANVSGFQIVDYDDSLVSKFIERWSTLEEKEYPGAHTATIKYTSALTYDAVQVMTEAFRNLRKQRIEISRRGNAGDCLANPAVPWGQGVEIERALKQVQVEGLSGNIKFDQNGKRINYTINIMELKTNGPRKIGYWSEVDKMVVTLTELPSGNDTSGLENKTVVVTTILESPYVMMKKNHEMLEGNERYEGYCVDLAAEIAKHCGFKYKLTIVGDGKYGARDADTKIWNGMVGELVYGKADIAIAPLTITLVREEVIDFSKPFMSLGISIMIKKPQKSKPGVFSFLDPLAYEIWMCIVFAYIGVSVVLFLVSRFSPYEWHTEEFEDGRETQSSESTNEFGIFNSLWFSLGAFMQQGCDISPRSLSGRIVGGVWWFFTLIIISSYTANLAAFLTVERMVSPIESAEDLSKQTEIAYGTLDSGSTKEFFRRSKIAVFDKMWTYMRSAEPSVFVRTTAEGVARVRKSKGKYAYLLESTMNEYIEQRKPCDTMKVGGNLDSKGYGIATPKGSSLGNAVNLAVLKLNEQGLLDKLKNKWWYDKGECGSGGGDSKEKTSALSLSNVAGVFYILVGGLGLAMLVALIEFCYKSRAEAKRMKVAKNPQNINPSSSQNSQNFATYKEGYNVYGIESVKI
AMPAR-TARP mod agonism max-min: further read-out of AMPAR-TARP mod, marked with its call; compound max-min signal; compound-alone response (agonism);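 unitless range of fluorescence divided by baseline over first 100 seconds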
AMPAR-TARP mod glutamate slope: also measured in AMPAR-TARP mod; calls as there; glutamate slope, % of max; measured here: glutamate response slope, % max;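 scaled per plate between vehicle wells and maximal 1 mM glutamate control wells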
An asterisk follows results filed as active; i = inactive; + = active, no number; & = joins results of further samples.

nr	AMPAR-TARP mod	AMPAR-TARP mod agonism max-min	AMPAR-TARP mod glutamate slope	Compound
1	i	0.18	63	COCCn1c(N)c(S(=O)(=O)c2ccc(Cl)cc2)c2nc3ccccc3nc21
2	i	0.076	60	O=C(NCCC1=CCCCC1)C1CN(C(=O)COc2ccccc2F)C1
3	i	0.066	54	COc1ccc(NC(=O)CSc2nnc(-c3ccccc3OC)n2N)cc1OC
4	i	0.11	52	Cc1cc(NC(=O)C(=O)NCc2ccc(Cl)cc2)ccc1N1CCCC1=O
5	i	0.04	34	Cc1ccc(NC(=O)CN2CCN(c3nccn3C)CC2)cc1Cl
6	i	0.059	61	CC1CCCN(S(=O)(=O)c2ccc(C(=O)Nc3ccc4scnc4c3)cc2)C1 (centres undefined)
7	i	0.11	59	COc1ccc(OC)c2sc(NC(=O)Cc3ccc(SC)cc3)nc12
8	i	0.077	77	N#Cc1ccccc1NC(=O)CCCS(=O)(=O)c1ccccc1
9	i	0.084	61	CN1CCC(CNS(=O)(=O)c2ccc3c(c2)CCCC3)CC1
10	i	0.15	65	COC(=O)c1c(C)nc(C)c(C(=O)OC)c1-c1ccccc1[N+](=O)[O-]
11	i	0.097	70	CCN(CC)CCNC(=O)C(=O)c1c[nH]c2ccccc12
12	i	0.11	39	Cc1nc2ccc(S(=O)(=O)N3CCN(c4ccc5nncn5n4)CC3)cc2s1
13	i	0.12	66	Cc1ccc(C)c2sc(N(CCN3CCOCC3)C(=O)C3COc4ccccc4O3)nc12 (centres undefined)
14	i	0.11	76	CC(C)CNC(=O)C(=O)Nc1ccc(F)c([N+](=O)[O-])c1
15	i	0.11	43	CSc1ccccc1C(=O)NCC(C)(O)c1ccc2c(c1)OCO2 (centres undefined)
16	i	0.14	76	O=C(Nc1nccs1)c1cc(N2C(=O)CCS2(=O)=O)ccc1Cl
17	i	0.1	68	CCCOc1ccc(-c2csc(NC(=O)c3ccno3)n2)cc1
18	i	0.057	58	O=C(C(=O)N1CCCCCC1)c1cn(CC(=O)N2CCOCC2)c2ccccc12
19	i	0.045	37	CCCCOc1ccc(C(=O)NCC2CCN(S(=O)(=O)C3CC3)CC2)cc1
20	+	0.11*	58*	c1coc(CNc2nc(N3CCCCC3)nc3ccccc23)c1
21	i	0.11	59	O=C(O)c1ccc(NC2SC(=O)N(c3ccc(F)cc3)C2=O)cc1 (centres undefined)
22	i	0.043	66	O=S(=O)(c1cccs1)N1CCN(Cc2nnnn2-c2ccc(Cl)cc2)CC1
23	i	0.099	66	COc1c(C)cc(S(=O)(=O)NCC2CCCO2)c(C)c1C (centres undefined)
24	i	0.071	56	CCCC(=O)NNC(=O)c1ccc(=O)n(Cc2ccc(Cl)cc2)c1
25	i	0.049	61	CCOC(=O)c1c(SC(C)C)nc(=O)[nH]c1C
26	i	0.13	56	Nc1nc(SCC(=O)NC2CCCC2)ncc1S(=O)(=O)c1cccs1
27	i	0.12	60	c1ccc(CSc2nc3ccccc3[nH]2)nc1
28	i	0.021	41	CCn1nnc2c(SCC(=O)Nc3ccc(OC)cc3OC)ncnc21
29	i	0.058	51	CCn1c(=O)c2c(nc(-n3nc(C)cc3C)n2CCOC)n(C)c1=O
30	i	0.089	62	O=C(c1ccco1)N1CCc2ccc(NC(=O)C3(c4ccccc4)CCOCC3)cc2C1
31	i	0.094	47	COc1ccc(-c2ccc(=O)n(CCNC(=O)Nc3cccs3)n2)cc1
32	i	0.096	49	CS(=O)(=O)c1ccc(C(=O)Nc2nnc(CS(=O)(=O)c3ccccc3)o2)cc1
33	i	0.061	55	COc1ccc(-c2nnc(SCC(=O)Nc3cccc(C)c3)n2N)cc1OC
34	i	0.094	55	O=C(Nc1ccc(SCC(=O)N2CCN(c3ccccc3)CC2)nn1)c1ccco1
35	i	0.31	38	O=C(c1cccc(Cl)c1)N1CCN(c2ccc(Nc3cccnc3)nn2)CC1
36	i	0.11	71	O=C(Nc1ccc(N2CCCCS2(=O)=O)cc1)c1cccc2ccccc12
37	+	0.06*	37*	COc1ccc(S(=O)(=O)CCC(=O)Nc2nc3ccc(Br)cc3s2)cc1
38	i	0.077	63	COc1ccc(S(=O)(=O)CCC(=O)Nc2nc(-c3ccc(Cl)s3)cs2)cc1
39	i	0.095	59	COc1ccc(NC(=O)C(=O)NCC2CCN(Cc3cccs3)CC2)cc1OC
40	i	0.11	60	COc1ccccc1S(=O)(=O)NCC(O)(c1ccco1)C1CC1 (centres undefined)
41	i	0.24	67	COc1ccc(C)c2sc(N(CCN3CCOCC3)C(=O)c3nc4ccccc4s3)nc12
42	i	0.11	62	CCOc1ccc(CCNc2nccn(-c3ccccc3OC)c2=O)cc1OCC
43	i	0.15&0.044	55&103	CCOc1cccc2cc(C(=O)OCCn3c([N+](=O)[O-])cnc3C)c(=O)oc12
44	i	0.053	55	O=C(CSc1ccc(-c2cccnc2)nn1)Nc1cc(Cl)cc(Cl)c1
45	i	0.092	45	COc1cccc(-c2cc(CC(=O)N3CCOCC3)no2)c1
46	i	0.082	38	CC1CN(Cc2c(O)ccc3c(=O)c(Oc4ccc5ccccc5c4)c(C(F)(F)F)oc23)CC(C)O1 (centres undefined)
47	i	0.095	62	O=c1[nH]c(SCc2nc(-c3cccc(Cl)c3)no2)nc2ccsc12
48	i	0.075	52	CCc1ccc(-n2nnnc2SC(C)C(=O)Nc2sc3c(c2C#N)CCCC3)cc1 (centres undefined)
49	i	0.055	32	NC(=O)CN1CCN(c2cccc(Cl)c2)CC1
50	i	0.1	99	O=C(NCC1COC2(CCCCC2)O1)c1cccs1 (centres undefined)
51	i	0.043	40	O=C(NCCCN1CCOCC1)C(=O)NCc1ccccc1
52	i	0.12	50	O=c1c(-c2ccc(Cl)cc2)coc2c3c(ccc12)OCN(CCCO)C3
53	i	0.13	69	CCCc1c(C(=O)Nc2ccccc2F)nnn1-c1ccccc1
54	i	0.078	52	CCOc1ccc(NC(=O)Cn2c(-c3ccc(F)cc3)ncc(C#N)c2=O)cc1
55	i	0.059	54	Cc1c(C(=O)NC2CCCCCC2)c(C(F)(F)F)nn1C1CCN(C)CC1
56	i	0.098	49	COc1ccc(-c2cc(-c3cc(F)ccc3O)[nH]n2)cc1OC
57	+	0.12*	53*	Cc1cc(C)c(S(=O)(=O)N(C)c2ccc(Cl)cc2)cc1N(C)S(=O)(=O)c1ccccc1
58	i	0.074	54	O=C(c1cccs1)N1CCc2ccc(NS(=O)(=O)c3ccc(Cl)s3)cc21
59	i	0.04	14	O=C(Nc1ccc(CC(=O)N2CCCC2)cc1)c1cccc(F)c1
60	i	0.093	51	O=C(Cc1ccc(F)cc1)NCC(O)(c1cccs1)C1CC1 (centres undefined)

By substructure, those above containing a thiophene ring, fused or not (10)
nr	AMPAR-TARP mod	AMPAR-TARP mod agonism max-min	AMPAR-TARP mod glutamate slope	Compound
22	i	0.043	66	O=S(=O)(c1cccs1)N1CCN(Cc2nnnn2-c2ccc(Cl)cc2)CC1
26	i	0.13	56	Nc1nc(SCC(=O)NC2CCCC2)ncc1S(=O)(=O)c1cccs1
31	i	0.094	47	COc1ccc(-c2ccc(=O)n(CCNC(=O)Nc3cccs3)n2)cc1
38	i	0.077	63	COc1ccc(S(=O)(=O)CCC(=O)Nc2nc(-c3ccc(Cl)s3)cs2)cc1
39	i	0.095	59	COc1ccc(NC(=O)C(=O)NCC2CCN(Cc3cccs3)CC2)cc1OC
47	i	0.095	62	O=c1[nH]c(SCc2nc(-c3cccc(Cl)c3)no2)nc2ccsc12
48	i	0.075	52	CCc1ccc(-n2nnnc2SC(C)C(=O)Nc2sc3c(c2C#N)CCCC3)cc1 (centres undefined)
50	i	0.1	99	O=C(NCC1COC2(CCCCC2)O1)c1cccs1 (centres undefined)
58	i	0.074	54	O=C(c1cccs1)N1CCc2ccc(NS(=O)(=O)c3ccc(Cl)s3)cc21
60	i	0.093	51	O=C(Cc1ccc(F)cc1)NCC(O)(c1cccs1)C1CC1 (centres undefined)

Additional structures.
nr	AMPAR-TARP mod	AMPAR-TARP mod agonism max-min	AMPAR-TARP mod glutamate slope	Compound
61	i	0.083	45	CCOC(=O)N1CCN(C(c2ccc(F)cc2)c2sc3nc(C)nn3c2O)CC1 (centres undefined)
62	i	0.075	58	O=C(NCc1ccccc1Cl)c1cc(-c2cccs2)n(C2CCS(=O)(=O)C2)n1 (centres undefined)
63	i	0.098	57	COc1ccc(CCNC(=O)NCCc2csc(-c3ccc(Cl)cc3)n2)cc1
64	+	0.12*	78*	COc1cc(OC)c(NC(=O)Cn2nc3c(cc2=O)CCCC3)cc1Cl
65	i	0.025	29	Cc1ccc(-n2ccnc2N2CCN(C(=O)Cc3ccccc3)CC2)cc1
66	i	0.075	50	COc1ccc(S(=O)(=O)NC2CCCCCC2)c2ccccc12
67	i	0.22	55	Cc1cccc(NC(=O)N2CCN(c3ccc(Nc4cccnc4)nn3)CC2)c1C
68	i	0.085	46	COc1ccc(NC(=O)CS(=O)(=O)c2cccs2)cc1Cl
69	i	0.057	60	O=C(c1ccc2ccccc2c1)N1CCN(c2ncnc3c2nnn3-c2cccc(F)c2)CC1
70	i	0.12	64	CN1CCCc2cc(CCNC(=O)C(=O)Nc3ccccc3)ccc21
71	i	0.03	56	CC(C)(C)OC(=O)N1CCCCC1CCO (centres undefined)
72	i	0.079	67	CCC(C)NCC(O)COc1cccc(OC)c1 (centres undefined)
73	i	0.12	52	CCOc1ccc(C2NC(=O)NC(CS(=O)(=O)c3ccc(Cl)s3)=C2C(=O)OC)cc1 (centres undefined)
74	i	0.13	73	Cc1cc(NC(=O)C(=O)NCc2ccc3c(c2)OCO3)no1
75	i	0.094	58	CS(=O)(=O)N1CCCc2ccc(NS(=O)(=O)c3ccc4ccccc4c3)cc21
76	i	0.095	52	O=C(c1ccc2c(c1)OCO2)N(Cc1ccccn1)Cc1ccco1
77	i	0.054	48	O=C(NNC(=O)c1cccc2ccccc12)c1cccn(Cc2ccc(F)cc2)c1=O
78	i	0.077	54	O=C(Cc1ccc(NC(=O)c2cccc(C(F)(F)F)c2)cc1)NC1CC1
79	i	0.089	38	CCOc1ccc2ncc(S(=O)(=O)c3ccc(Cl)cc3)c(N3CCC(C(N)=O)CC3)c2c1
80	i	0.14	58	O=C(Cc1csc(Nc2ccc(OC(F)(F)F)cc2)n1)NCc1cccs1
81	i	0.062	68	CCc1cc(CC)n(-c2nc3c(c(=O)[nH]c(=O)n3C)n2Cc2ccc(OC)cc2)n1
82	i	0.072	47	COc1ccc(S(=O)(=O)Nc2nc(C(=O)NCCCc3ccccc3)cs2)cc1
83	i	0.062	34	CN(C)c1ccc(N2C(=O)c3cccc4cccc(c34)C2=O)cc1
84	i	0.047	75	COc1ccc(-c2noc(CSc3nc4ccccc4c(=O)n3C(C)C)n2)cc1
85	i	0.093	48	CN1C(=O)C2C3c4ccccc4C(c4ccccc43)C2C1=O (centres undefined)
86	i	0.12	48	Cc1nnc(CNC(=O)C(=O)Nc2ccc3c(c2)OCCO3)o1
87	i	0.084	50	O=C(Nc1ccc2c(c1)N(C(=O)c1ccco1)CC2)c1c(F)cccc1F
88	i	0.11	73	COc1ccccc1CNC(=O)c1ccc(S(=O)(=O)N2CCOCC2)o1
89	i	0.08	40	COc1ccc(CCNC(=O)c2cnc3c(c(C)nn3-c3ccccc3)c2Cl)cc1
90	i	0.029	40	Cc1nn(-c2ccc(F)cc2)c2ncc(C(=O)N3CCN(c4ccccc4)CC3)c(Cl)c12
91	i	0.051	29	CCOC(=O)N1CCN(C(=O)Cc2csc(NC(=O)c3ccc(=O)[nH]c3)n2)CC1
92	i	0.053	27	O=C(Cc1ccccc1)Nc1scc(-c2ccccc2)c1C(=O)N1CCOCC1
93	i	0.1	54	Cc1nc(SCc2nc(-c3cccc(C(F)(F)F)c3)no2)[nH]c(=O)c1CCO
94	i	0.11	58	CC(C(=O)Nc1ccc2c(c1)OCCO2)N1C(=O)c2ccccc2S1(=O)=O (centres undefined)
95	i	0.082	58	CCOC(=O)N1CCN(C(=O)C2CN(C(=O)c3c[nH]c4ccccc34)C2)CC1
96	i	0.14	64	Cc1csc(NC(=O)c2ccc(S(=O)(=O)NCCc3ccccc3)o2)n1
97	i	0.045	49	O=C(Cn1c(=O)oc2ccccc21)N(CCc1ccccc1)Cc1ccccn1
98	i	0.12	55	COc1ccc(SCCC(=O)Nc2nc(C)c(C(C)=O)s2)cc1
99	i	0.076	33	CC(=O)c1c(C(C)=O)c(C)n(-c2ccc(C)c(N)c2)c1C
100	i	0.16	66	Cc1cc([N+](=O)[O-])ccc1NC(=O)C(=O)NCc1ccncc1
101	i	0.085	56	COc1ccc(-n2nnnc2SC(C)C(=O)Nc2ccccc2Cl)cc1 (centres undefined)
102	i	0.098	73	COc1ccccc1NC(=O)c1ccccc1Br
103	i	0.041	77	Cc1cccc(S(=O)(=O)Nc2ccc3c(c2)N(C(=O)C(C)(C)C)CC3)c1
104	i	0.08	54	CCN(CC)CCSc1ccc(-c2ccc3c(c2)OCO3)nn1

From PubChem BioAssay

An excerpt. The share of hits here may be higher or lower than overall.
